ER stress surv: ER stress cell death inhibition; CSM14.1 thapsigargin ER stress survival, ATP luminescence; relative survival (cellular ATP), % at 15 µg/mL (by protocol); actives 0.33% (n = 48,000); AID 1010;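 active means survival measured by cellular ATP above 50% at 15 µg/ml in the first screen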;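 further: cell death triggered by about 15 µM thapsigargin; ATP read 24 h after thapsigargin was added; plate controls were thapsigargin with DMSO for no effect and DMSO without thapsigargin for full effect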
* marks the source's active call; other numbers are inactive results.

SMILES	ER stress surv
CC1=C(C(=O)OC2CCCCC2)C(c2cccc(Cl)c2)C2=C(CCCC2=O)N1 (stereo not drawn)	1
CCC/C(O)=C1\C(=O)CC(C)(C)CC1=Nc1ccccc1C	12
COc1cc(-c2ccc(NC(=O)c3cccnc3)c(OC)c2)ccc1NC(=O)c1cccnc1	8
COc1ccc(N(CC(=O)N/N=C/c2ccco2)S(=O)(=O)c2ccccc2)cc1	11
O=C(Oc1cc(-c2ccccc2)c2oc(=O)sc2c1)c1ccccc1	8
O=C(COc1ccc(Br)cc1)Nc1ccccc1-c1ccccc1	-3
O=C(Nc1ccc(Nc2ccccc2)cc1)c1cccc([N+](=O)[O-])c1	5
Cc1ccc(OCC(=O)Nc2cccc(C#N)c2)c(C)c1	8
CC(C)N(Cc1c(O)ccc2c(=O)c(-c3ccccc3)coc12)C(C)C	7
CCOc1cc(OCC)cc(C(=O)Nc2ccc(NC(=O)c3ccco3)c(OC)c2)c1	2
CCOC(=O)c1c(NC(=O)CCN2C(=O)c3cccc([N+](=O)[O-])c3C2=O)sc2c1CCCC2	6
COc1ccc(/C=C2\C(=O)NC(=O)N(c3ccc(Cl)cc3)C2=O)cc1C	-2
COc1cccc(/C=C2\SC(=S)N(CC(=O)NNC(=O)c3ccccc3OC)C2=O)c1	6
Cc1ccccc1-c1nc(Cc2ccccc2Cl)no1	12
COc1cc2c(C(=O)O)c(C)n(C)c2c2ccccc12	9
C=CCN1C(=O)/C(=C2/C=Cc3cc(C)ccc3N2CC)SC1=S	-1
O=C(c1ccc(Cl)c([N+](=O)[O-])c1)N1CCN(C/C=C/c2ccccc2)CC1	18
O=[N+]([O-])c1ccc(Oc2ccc(/C=N/O)cc2)nc1	0
COc1ccc(C/C(N)=N/OC(=O)c2ccc(Cl)cc2)cc1	6
COc1ccc(OC)c(NC(=O)CN(CCc2ccccc2)S(=O)(=O)c2ccccc2)c1	13
CC(C)c1ccccc1NC1=NS(=O)(=O)c2cc([N+](=O)[O-])ccc21	1
Fc1cnc(Nc2ccccc2)nc1Nc1ccccc1	-3
O=C1CSC(c2ccc(Cl)cc2Cl)N1CCN1CCCCC1 (stereo not drawn)	-5
O=C(NCCCN1CCOCC1)c1cc(Cl)ccc1Cl	2
COc1cc(C2NC(=S)NC(C)=C2C(=O)Nc2cccc(Cl)c2)ccc1O (stereo not drawn)	0

Structures from the list above with a furan ring, fused or not:
SMILES	ER stress surv
COc1ccc(N(CC(=O)N/N=C/c2ccco2)S(=O)(=O)c2ccccc2)cc1	11
CCOc1cc(OCC)cc(C(=O)Nc2ccc(NC(=O)c3ccco3)c(OC)c2)c1	2

Exported as labelled records: four of the compounds above.
smiles: COc1cc(-c2ccc(NC(=O)c3cccnc3)c(OC)c2)ccc1NC(=O)c1cccnc1
- ER stress surv = 8

smiles: COc1ccc(N(CC(=O)N/N=C/c2ccco2)S(=O)(=O)c2ccccc2)cc1
- ER stress surv = 11

smiles: O=C(Oc1cc(-c2ccccc2)c2oc(=O)sc2c1)c1ccccc1
- ER stress surv = 8

smiles: O=C(COc1ccc(Br)cc1)Nc1ccccc1-c1ccccc1
- ER stress surv = -3

Next section.
SMILES	ER stress surv
COc1ccc(C)cc1NC(=O)C(=O)NCc1ccco1	-1
O=C(/C=C/c1cccc(C(F)(F)F)c1)Nc1ccc(Br)cc1	-3
CCOC(=O)C1=C(c2ccccc2)N=C2SCC(=O)N2C1c1ccc(OC)c(OC)c1 (stereo not drawn)	8
O=C(N/N=C/c1ccc(I)o1)c1ccncc1	2
Cc1cc(N2C(=O)NC(=O)/C(=C\c3ccsc3)C2=O)ccc1Br	-1
CC(=O)Nc1ccc(S(=O)(=O)Nc2cccc3c(NS(=O)(=O)c4ccc(NC(C)=O)cc4)cccc23)cc1	8
COc1cccc(C2C(C(C)=O)=C(O)C(=O)N2c2nc3ccccc3s2)c1 (stereo not drawn)	-5
COc1ccc(N(CC(=O)NC(C)c2ccccc2)S(=O)(=O)c2ccc(C)cc2)c(OC)c1 (stereo not drawn)	-4
O=C(Nc1ccc(F)cc1F)c1nn2c(c1Cl)NC(c1cccs1)CC2C(F)(F)F (stereo not drawn)	8
COC(=O)c1cccc(-c2ccc(/C=C3/C(=O)NN(c4cccc(Cl)c4)C3=O)o2)c1	20
CCOC(=O)C1=C(O)/C(=C/c2ccc([N+](=O)[O-])cc2)SC1=Nc1cccc(Cl)c1	0
CC(C)C(=O)N/N=C1/CC2CCC1(C)C2(C)C (stereo not drawn)	1
O=C(N/N=C/c1ccco1)C(=O)N1CCCC1	6
O=C(N/N=C/c1ccc(Cl)cc1Cl)C1CC(=O)N(c2ccc(F)cc2)C1 (stereo not drawn)	2
CN1C(=O)/C(=C2\SC(=S)N(c3ccccc3)C2=O)c2ccccc21	-3
O=C(C1CC1c1ccccc1)N1CCN(C(c2ccccc2)c2ccccc2)CC1 (stereo not drawn)	104*
CCCOc1ccc(C(=O)NCc2ccccc2)cc1	3
Cc1cccc(C(=O)N2CCC(C(N)=O)CC2)c1	0
COc1ccc(/C=N/NC(=O)c2cc(-c3ccc4ccccc4c3)n[nH]2)cc1O	-4
CC1(C)CC(=O)C=C(Nc2ccc(NC3=CC(=O)CC(C)(C)C3)cc2)C1	8
CCCNC(=O)c1c(NC(=O)c2ccccc2C)sc2c1CCC2	5
CCN(CC)c1ccc(C=Nc2ccc(C)c(F)c2)c(O)c1	-18
O=C1CC(c2ccc3c(c2)OCO3)CC2=C1C(c1cc3c(cc1Br)OCO3)Nc1ccccc1N2 (stereo not drawn)	6
CC(C)(C)c1ccccc1NC(=O)C1CC(=O)N(c2ccc(Cl)cc2)C1 (stereo not drawn)	15
COc1cccc(OC)c1C(=O)NNC(=O)c1cccc(C)c1	11
New compounds follow.
SMILES	ER stress surv
COC(=O)C1=C(C)NC(=O)/C1=C\c1ccccc1	-6
Cc1[nH]n(-c2ccccc2)c(=O)c1C=Nc1ccc(Cl)cc1	8
NC1=NN(c2ccc(N)cc2)CC1	2
O=C(/C=C/NNC(=O)c1cccnc1)c1ccc(Cl)cc1	7
C=CCN1C(=O)c2ccccc2C1(O)c1ccc(C)cc1 (stereo not drawn)	5
O=C(/C=C/c1cccc(C(F)(F)F)c1)Nc1ccc([N+](=O)[O-])cc1	-3
O=C(C(c1ccccc1)c1ccccc1)N1CCN(Cc2cccnc2)CC1	-3
O=C(c1ccc([N+](=O)[O-])cc1)N1CCSC1c1ccccc1Cl (stereo not drawn)	9
CCOc1ccc(-c2ncnn2-c2cccc(Cl)c2)cc1	6
O=C(/C=C/c1ccccc1Cl)NCc1cccnc1	2
Cc1ccccc1-c1nc2sc3c(c2c(=O)o1)CCCC3	5
COc1ccc(N(CC(=O)Nc2cc(Cl)cc(Cl)c2)S(=O)(=O)c2ccccc2)cc1	7
Cc1ccc(N(Cc2ccc(C(=O)NCCSc3ccc(Cl)cc3)cc2)S(C)(=O)=O)cc1C	-14
c1ccc(CN2CCC(N3CCN(C4CCCCCC4)CC3)CC2)cc1	-6
O=C1NC(=O)C(=Cc2cccc(OCc3ccc(Cl)cc3Cl)c2)C(=O)N1	6
COc1cc(/C=N/NC(=O)Cc2n[nH]c(=O)[nH]c2=O)cc([N+](=O)[O-])c1O	-4
c1ccc(Nc2ccccc2Nc2ccccn2)nc1	5
O=C(Nc1ccc(NC(=O)c2cccs2)cc1)c1cccs1	-7
O=C(/C=C/c1cccc(C(F)(F)F)c1)Nc1ccccc1Cl	0
COc1ccc(C(=O)CSc2nc3ccc([N+](=O)[O-])cc3[nH]2)cc1	12
O=C(Nc1ccccc1C(=O)Nc1ccc(Cl)cc1)c1cccs1	5
Cc1ccc(C(=O)Nc2ccc3nn(-c4cccc([N+](=O)[O-])c4)nc3c2)cc1	6
CCOC(=O)c1c(NC(=O)c2ccc(Br)o2)sc2c1CCCC2	7
O=[N+]([O-])c1cccc(-n2nncc2C23CC4CC(CC(C4)C2)C3)c1	4
COc1ccccc1C(=O)Nc1ccc2oc(-c3ccncc3)nc2c1	6
(more compounds)
SMILES	ER stress surv
CCOc1ccc(C(=O)Nc2cccc(NC(=O)c3cccc4ccccc34)c2)cc1	10
COCCOC(=O)c1ccc(NC(=O)COc2cc(C)c(Cl)c(C)c2)cc1	4
c1ccc(-n2ncc3c2CCc2c-3[nH]c3ccccc23)cc1	-2
CC1(C)CC(=O)C2=C(C1)c1c(ccc3ccccc13)NC2c1ccccc1[N+](=O)[O-] (stereo not drawn)	22
COc1ccc(C(=O)NC2=NCCS2)c(OC)c1	-6
COc1cc(CN2CCN(C3CCCC(C)C3)CC2)cc(OC)c1OC (stereo not drawn)	-2
Cc1ccc(P(=O)(CCCO)c2ccc(C)cc2)cc1	5
COC(=O)c1c(NC(=O)c2ccc([N+](=O)[O-])cc2Cl)sc2c1CCCCCC2	9
O=C1NC(=O)C(=Cc2cccc(OS(=O)(=O)c3ccc([N+](=O)[O-])cc3)c2)C(=O)N1	6
COc1ccc(C2Nc3ccccc3C(=O)N2c2ccccc2)cc1Cn1nc(C)c(Cl)c1C (stereo not drawn)	4
Cc1ccc(/C=C(\C#N)c2nc(-c3ccc4c(c3)OCO4)cs2)o1	2
Cc1ccc(S(=O)(=O)Nc2ccc(Cl)cc2)cc1[N+](=O)[O-]	4
CC1C(c2ccc(N(C)C)cc2)NC(c2ccc(N(C)C)cc2)C(C)C1O (stereo not drawn)	-3
COc1ccccc1C1CC(c2ccc(F)cc2)=NN1c1ccccc1 (stereo not drawn)	-4
COC(=O)CNC(c1ccccc1Cl)c1cc(Br)ccc1NC(=O)CCN1CCOCC1 (stereo not drawn)	-4
c1ccc(NCc2ccc3c(c2)OCO3)cc1	9
CC(C)(C)c1cc(Br)ccc1OCC(=O)Nc1ccccc1C(F)(F)F	-2
O=C(Nc1ccc(Cl)c(Cl)c1)Nc1nnc(Cc2ccccc2F)s1	-18
CCC(C)c1ccc(NC(=O)C2CC2)cc1 (stereo not drawn)	2
CCOC(=O)C(C(C)=O)(N1CCOCC1)N1CCOCC1	8
CC(C)(C)c1ccc(S(=O)(=O)Nc2ccc(Cl)c(C(N)=O)c2)cc1	5
Cc1ccc(-c2csc(NC(=O)c3ccc(Cl)c([N+](=O)[O-])c3)n2)cc1	-3
Cc1cc(N2CCN(C/C=C/c3ccccc3)CC2)nc2ccccc12	1
COc1ccc(N(CC(=O)NCc2ccccc2OC)S(=O)(=O)c2ccccc2)cc1Cl	7
COc1ccc(-c2nnc(NC(=O)CCc3ccccc3)s2)cc1OC	23
Going on with the list:
SMILES	ER stress surv
CCCCNC(=O)c1cc2ncc(Br)cn2n1	2
O=C1C2C3CCC(O3)C2C(=O)N1c1cccc([N+](=O)[O-])c1 (stereo not drawn)	2
O=C1C(=O)N(C2CCCC2)C(=O)N1C1CCCCC1	1
CNC(=O)COc1ccc(C23CC4CC(CC(C4)C2)C3)cc1	0
CCCCCCOc1ccc(N2C(=O)CC(NCCc3ccc(OC)c(OC)c3)C2=O)cc1 (stereo not drawn)	2
Cc1oc2ccc(OCC(=O)C(C)(C)C)cc2c1C(=O)OC(C)C	-1
CC1=C(C(=O)Nc2ccccc2Cl)C(c2ccc([N+](=O)[O-])cc2)NC(=O)N1 (stereo not drawn)	6
Cc1cc(C)cc(C(=O)N2CCN=C2c2ccccc2)c1	2
O=C(Nc1ccc2nsnc2c1Br)c1sc2ccccc2c1Cl	10
Nc1ccc2nc(SCC(=O)c3ccc(-c4ccccc4)cc3)sc2c1	2
CC(C)(C)NC(=O)c1ccccc1N(Cc1ccccc1)S(=O)(=O)c1ccccc1	6
CC(C)(C)c1cnnn1-c1ccc(/C=C/C(=O)c2ccccc2)cc1	0
COc1ccc(C(=O)Nc2ccc(NC(=O)c3ccco3)c(OC)c2)cc1Cl	1
CCC(=O)N(CCC1(c2ccccc2)CCOC(C)(C)C1)Cc1ccc(N(C)C)cc1 (stereo not drawn)	26
O=C(Nc1ccc(N2CCOCC2)cc1)c1ccco1	-8
CC(=O)N(c1ccccc1)c1nnc(C)s1	10
Nc1nnc(SCC(=O)NCCOc2ccccc2)s1	10
CC(C)OC(=O)c1cc2nc(-c3cccs3)cc(C(F)(F)F)n2n1	7
c1ccc2cc(CN3CCN(Cc4c[nH]c5ccccc45)CC3)ccc2c1	-8
O=C(NN1C(=O)C2C(C1=O)C1C=CC2C12CC2)c1ccc(Cl)cc1Cl (stereo not drawn)	9
COc1ccc(C)cc1NC(=O)Cc1ccccc1[N+](=O)[O-]	-2
O=C1/C(=C/c2cccc(Br)c2)SC(=S)N1Cc1ccco1	5
COc1ccc(C(=O)N2c3c(C)cccc3C(Nc3ccccc3C)CC2C)cc1 (stereo not drawn)	6
CCOC(=O)c1c(NC(=O)Cc2cccs2)sc(C)c1C	11
COc1ccc(/C=C2/NC(=O)/C(=C/c3ccc(OC)cc3)C2=O)cc1	-6

An excerpt taken from the entries so far, for reference:
SMILES	ER stress surv
CC1=C(C(=O)OC2CCCCC2)C(c2cccc(Cl)c2)C2=C(CCCC2=O)N1 (stereo not drawn)	1
CCC/C(O)=C1\C(=O)CC(C)(C)CC1=Nc1ccccc1C	12
COc1cc(-c2ccc(NC(=O)c3cccnc3)c(OC)c2)ccc1NC(=O)c1cccnc1	8

Given with each value named: part of the list above
Structure: CCOC(=O)c1c(NC(=O)c2ccc(Br)o2)sc2c1CCCC2
  ER stress surv = 7

Structure: O=[N+]([O-])c1cccc(-n2nncc2C23CC4CC(CC(C4)C2)C3)c1
  ER stress surv = 4

Structure: COc1ccccc1C(=O)Nc1ccc2oc(-c3ccncc3)nc2c1
  ER stress surv = 6

The results go on.
SMILES	ER stress surv
CCCCCCc1nnc(NC(=O)C(C)(C)C)s1	1
Cc1cc(Cl)ccc1OCCN1CCOCC1	-1
O=C(c1cccc(F)c1)N1CCCCCC1	2
CCOc1ccc(NC(=O)c2c(NC(=O)COc3ccccc3)sc3c2CCC3)cc1	-5
CC1=NN(c2ccccc2)C(=O)/C1=C\c1c(O)n(-c2ccc(I)cc2)[nH]c1=O	-9
CC(C)OC(=O)c1ccccc1OC(=O)c1sc2ccccc2c1Cl	-2
COc1nc(Nc2ccc(Cl)c(Cl)c2)nc(N(C)C)n1	20
O=C(O)c1cc(-c2cccs2)nc2ccccc12	-2
COc1ccc(CCNC(=O)c2cc3ccccc3oc2=O)cc1	11

From PubChem BioAssay

These rows are one share of the data, so the mix of outcomes need not match the whole.
